Insulin prom up: MIN6 insulin promoter up-regulation; MIN6 insulin promoter-GFP reporter, high-content imaging; active compounds read high; z-score at 5 µM; hit rate 0.3% among 190,000;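 active = z-score above 3 at 5 µM with at least 500 cells counted in the well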
PMI inhibition: MPI inhibition at elevated mannose 6-phosphate – biochemical, fluorescence intensity, high mannose 6-phosphate, primary screen (AID 1220); inhibition, % at 20 µM; hits with a dose series show IC50 in µM; hit rate 0.66% among 190,000; recombinant PMI enzyme, coupled fluorescence intensity; higher % means a stronger effect
T cell HTS: modulates CD8 T cell binding to vesicles; hit rate 0.068% among 330,000; 2C CD8+ T cell-vesicle binding, flow cytometry; active compounds read low; AID 2052; calls only at 7 µM;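 active = response, share of CD8 T cells binding vesicles, and their 90th percentile fluorescence all below set limits, cut at about 80% in these data, passing the limit was not always enough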
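Assay system – 2C mouse CD8+ T cells · Also added – QL9-loaded Drosophila micro-vesicles · Timing – Cell–vesicle co-incubation 1.5 h at 37 °C, staining 20 min on ice · Signal – flow cytometry of vesicle-bound cells · Measure – percent CD8+ FL2 mean versus row control · Controls – Peptide-free naked vesicles (low) and QL9 vesicles with 0.7% DMSO vehicle (high)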
PMI inhibitors: inhibitors of human PMI, primary screen, biochemical, fluorescence intensity, coupled assay (AID 1209); purified PMI enzyme, coupled fluorescence intensity; higher % means a stronger effect; inhibition, % at 20 µM, or IC50 in µM where a hit was titrated; hit rate 0.42% among 190,000;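 also: plate controls were DMSO vehicle for no effect and wells lacking substrate for full effect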
Autophagy HCS: autophagy modulation, high-content screen; MEF GFP-LC3 puncta imaging; test concentration mostly 10 µM; calls only at 10 µM (by protocol); hit rate 0.98% among 190,000; AID 463193;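 active = percentage of spot-positive cells more than 3 SD above its plate mean, without a fluorescence outlier flag or 80% toxicity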;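 also: spot-positive cell cutoff set from DMSO-treated cells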
Hep lipid drop: modulators of hepatic lipid droplet formation. inhibition, % at 6.5 µM. AML12 mouse hepatocytes, oleate lipid droplets, BODIPY imaging. hit rate 0.4% among 240,000. AID 1656;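 active = lipid droplet intensity inhibited by at least 50%, with more than 500 cells counted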
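material = mouse AML12 hepatocyte cell line, fixed after treatment | also added = 100 µM oleic acid challenge | doses = compound at 6.5 µM only | schedule = overnight exposure | technique = Image-based BODIPY and DAPI two-channel analysis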
MT stabilizer: stabilizes microtubules in HeLa cells | HeLa tubulin immunostaining HCS, 24 h; share of cells brighter than vehicle mean+2SD | % tubulin-high responders, % at 10 µM | hit rate 0.83% among 200,000 | AID 2205;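 active = plate Z-score above 3 for both tubulin-high and condensed-nucleus cell shares, with cell loss under 80%, at 10 µM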;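 also: anti alpha tubulin signal scored within the nucleus-defined area of each cell; some results filed as inactive read as strong as hits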
TNAP activation fold: human TNAP enzyme activators, primary screen, biochemical, luminescent, no phosphate acceptor, uHTS (AID 1001); purified TNAP, luminescent activation assay, no phosphate acceptor; higher activation fold means a stronger effect; activation fold at 20 µM, or EC50 in µM where a hit was titrated; hit rate 0.03% among 200,000; in the data active = activation fold from about 3, or a potency from the dose series; inactive = the rest, 99 in 100 with activation fold below about 1.6; also: many of its hits are not listed in these tables
b-catenin transl: alters nuclear translocation of beta-catenin in HeLa cells. immunofluorescence imaging. nuclear translocation activity, % at 5 µM. hit rate 0.3% among 190,000. AID 1665;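 active = nuclear translocation activity above 50% at 5 µM, with a well cell count of 50 or more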;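 also: per-cell ratio of nuclear to cytoplasmic median beta-catenin stain intensity; plate controls were DMSO negative control for no effect and GSK-3 inhibitor IX positive control for full effect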
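test system = HeLa cells, endogenous beta-catenin | dosing = single 5 µM dose plus 0.02–20 µM confirmation series | times = compound treatment 24 h, 37°C, 5% CO2 | technique = beta-catenin immunofluorescence imaging with DAPI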
Insulin prom up cell count: also measured in Insulin prom up; calls as there; cell count; measured here: cytotoxicity, nuclei count;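 total cells summed across four imaged fields per well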
Hep lipid drop cells 6.5 µM: second read-out of Hep lipid drop, no call of its own (marks repeat the call); cell count; measured here: cell count, cytotoxicity flag;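 cells counted across two imaged fields per well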
b-catenin transl cell count 5 µM: further read-out of b-catenin transl, marked with its call; cell count; measured here: cell count, cytotoxicity flag
T cell HTS vesicle-bound %: also measured in T cell HTS; calls as there; double positive events, %; measured here: CD8+ vesicle-bound cell fraction;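 binding gate set so that unloaded-vesicle control wells show 10% double positive cells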
MT stabilizer Hoechst-high %: also measured in MT stabilizer; calls as there; % Hoechst-high responders; measured here: nuclear condensation Hoechst responders;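 share of cells brighter than vehicle mean plus two SD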
MT stabilizer cytotoxicity %: recorded beside MT stabilizer, whose call it bears; toxicity, %; measured here: cytotoxicity by cell density;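 0% = mean cell density of plate MIN control wells and 100% = no cells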
Autophagy HCS cell loss 18 h: also measured in Autophagy HCS; calls as there; toxicity, %; measured here: cell loss, nuclei count;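 cell loss after 18 h compound exposure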
Active calls of the source: *. Rule as the data show it, unless noted: active = inhibition above about 50%; inactive = the rest.

Screening NS(=O)(=O)c1ccc(O)c(NC(=O)c2ccc([N+](=O)[O-])cc2)c1 returned Insulin prom up 0.47, PMI inhibition 9.4%, T cell HTS inactive, PMI inhibitors 2.5%, Autophagy HCS inactive, Hep lipid drop 4.7, MT stabilizer 2.9, TNAP activation fold 0.9, b-catenin transl -0.1, Insulin prom up cell count 1511, Hep lipid drop cells 6.5 µM 760, b-catenin transl cell count 5 µM 1490, T cell HTS vesicle-bound % 51.6, MT stabilizer Hoechst-high % 1.0, MT stabilizer cytotoxicity % 4.4 and Autophagy HCS cell loss 18 h 15.3.
`O=C(NCc1ccccn1)C1CCN(S(=O)(=O)c2ccccc2)CC1` gave Insulin prom up -0.28, PMI inhibition 5.9%, T cell HTS inactive, PMI inhibitors 4.7%, Autophagy HCS inactive, MT stabilizer 5.0, TNAP activation fold 1.2, b-catenin transl 0.1, Insulin prom up cell count 1455, b-catenin transl cell count 5 µM 1308, T cell HTS vesicle-bound % 42.8, MT stabilizer Hoechst-high % 2.4, MT stabilizer cytotoxicity % 0.7 and Autophagy HCS cell loss 18 h 7.4.
O=C(Nc1nc(-c2ccccc2)nc2ccccc12)c1ccc(F)cc1 was read as Insulin prom up -0.28, PMI inhibition -8.4%, T cell HTS inactive, PMI inhibitors -6.1%, Autophagy HCS inactive, Hep lipid drop -23.1, MT stabilizer 2.4, TNAP activation fold 1.1, b-catenin transl 0.8, Insulin prom up cell count 1353, Hep lipid drop cells 6.5 µM 645, b-catenin transl cell count 5 µM 1161, T cell HTS vesicle-bound % 62.2, MT stabilizer Hoechst-high % 2.6, MT stabilizer cytotoxicity % 4.2 and Autophagy HCS cell loss 18 h 7.1.
CCOC(=O)c1nnc(-c2ccc(C)cc2)nc1Oc1ccccc1Cl was read as Insulin prom up -0.08, PMI inhibition 14.3%, T cell HTS inactive, PMI inhibitors 13.7%, Autophagy HCS inactive, Hep lipid drop -0.6, MT stabilizer 1.2, TNAP activation fold 1, b-catenin transl -0.5, Insulin prom up cell count 1834, Hep lipid drop cells 6.5 µM 622, b-catenin transl cell count 5 µM 1062, T cell HTS vesicle-bound % 28.2, MT stabilizer Hoechst-high % 2.8, MT stabilizer cytotoxicity % 10.0 and Autophagy HCS cell loss 18 h -2.8.
For CN1CCN(C(=S)C(=O)Nc2ccccc2)CC1 the results were PMI inhibition -8.5%, T cell HTS inactive, PMI inhibitors -4.6%, Autophagy HCS inactive, Hep lipid drop 17.3, MT stabilizer 1.0, TNAP activation fold 1.1, b-catenin transl 0.5, Hep lipid drop cells 6.5 µM 698, b-catenin transl cell count 5 µM 1509, T cell HTS vesicle-bound % 34.0, MT stabilizer Hoechst-high % 1.1, MT stabilizer cytotoxicity % 6.4 and Autophagy HCS cell loss 18 h 4.6.
Screening O=C(c1ccc(COCC(F)(F)F)o1)N1CCCCCC1 returned Insulin prom up -0.14, PMI inhibition -0.4%, T cell HTS inactive, PMI inhibitors -2.3%, Autophagy HCS inactive, MT stabilizer 1.7, TNAP activation fold 1.1, b-catenin transl -0.2, Insulin prom up cell count 1636, b-catenin transl cell count 5 µM 1309, T cell HTS vesicle-bound % 21.1, MT stabilizer Hoechst-high % 1.0, MT stabilizer cytotoxicity % 3.2 and Autophagy HCS cell loss 18 h -0.9.
For CCOc1ccc(NC(=O)Cn2nnc(C(=O)NCc3ccccc3OC)c2N)cc1 the results were PMI inhibition -8.4%, T cell HTS inactive, PMI inhibitors -10.8%, Autophagy HCS inactive, MT stabilizer 5.5, TNAP activation fold 1.1, T cell HTS vesicle-bound % 23.6, MT stabilizer Hoechst-high % 2.8, MT stabilizer cytotoxicity % 4.7 and Autophagy HCS cell loss 18 h 1.4.
Screening O=C(/C=C/c1ccccc1F)c1cccc([N+](=O)[O-])c1 returned Insulin prom up 0.28, PMI inhibition 13.3%, T cell HTS inactive, PMI inhibitors 11.1%, Autophagy HCS inactive, Hep lipid drop -5.4, MT stabilizer 2.3, TNAP activation fold 1, Insulin prom up cell count 1208, Hep lipid drop cells 6.5 µM 671, T cell HTS vesicle-bound % 58.6, MT stabilizer Hoechst-high % 3.1, MT stabilizer cytotoxicity % 3.5 and Autophagy HCS cell loss 18 h 12.4.
`O=C(CCCN1CCC(c2ccccc2)C1)c1ccc2c(c1)OCCO2` (stereo not given) gave Insulin prom up -1.07, PMI inhibition -2.3%, T cell HTS inactive, PMI inhibitors -15.1%, Autophagy HCS inactive, MT stabilizer 4.4, TNAP activation fold 1.1, b-catenin transl -7.9, Insulin prom up cell count 1018, b-catenin transl cell count 5 µM 987, T cell HTS vesicle-bound % 64.6, MT stabilizer Hoechst-high % 4.8, MT stabilizer cytotoxicity % 8.9 and Autophagy HCS cell loss 18 h 17.4.
For Cc1ccc(C(C(=O)NC2CCCC2)N(Cc2ccc3c(c2)OCO3)C(=O)Cc2cccs2)cc1 (stereo not given) the results were PMI inhibition 15.8%, T cell HTS inactive, PMI inhibitors -2.4%, Autophagy HCS inactive, Hep lipid drop -18.6, MT stabilizer 2.1, TNAP activation fold 1.1, b-catenin transl -1.0, Hep lipid drop cells 6.5 µM 756, b-catenin transl cell count 5 µM 1125, T cell HTS vesicle-bound % 41.7, MT stabilizer Hoechst-high % 1.3, MT stabilizer cytotoxicity % 4.4 and Autophagy HCS cell loss 18 h -7.7.
CCc1ccccc1NC(=O)c1cnc2scc(C)n2c1=O was read as Insulin prom up -0.93, PMI inhibition 2.3%, T cell HTS inactive, PMI inhibitors -3.0%, Autophagy HCS inactive, Hep lipid drop 12.3, MT stabilizer 4.1, TNAP activation fold 1, b-catenin transl -2.5, Insulin prom up cell count 930, Hep lipid drop cells 6.5 µM 748, b-catenin transl cell count 5 µM 1135, T cell HTS vesicle-bound % 32.0, MT stabilizer Hoechst-high % 2.8, MT stabilizer cytotoxicity % 9.9 and Autophagy HCS cell loss 18 h -2.3.
COc1ccc(/C=C/C(=O)OCC(=O)NCCC2=CCCCC2)cc1 was read as Insulin prom up 0.46, PMI inhibition -10.3%, T cell HTS inactive, PMI inhibitors -4.5%, Autophagy HCS inactive, Hep lipid drop 0.4, MT stabilizer 3.0, TNAP activation fold 1.1, b-catenin transl 1.8, Insulin prom up cell count 1121, Hep lipid drop cells 6.5 µM 712, b-catenin transl cell count 5 µM 1042, T cell HTS vesicle-bound % 28.7, MT stabilizer Hoechst-high % 2.1, MT stabilizer cytotoxicity % 12.5 and Autophagy HCS cell loss 18 h 5.2.
Screening O=C1CCNc2c(Cl)cccc21 returned Insulin prom up -0.25, T cell HTS inactive, Hep lipid drop 2.8, b-catenin transl -0.8, Insulin prom up cell count 1418, Hep lipid drop cells 6.5 µM 688, b-catenin transl cell count 5 µM 1288 and T cell HTS vesicle-bound % 55.0.
Screening Cc1cccnc1NC(=O)CCCN1C(=O)c2ccccc2C1=O returned Insulin prom up -0.32, PMI inhibition 1.4%, T cell HTS inactive, PMI inhibitors -0.4%, Autophagy HCS inactive, Hep lipid drop -5.9, MT stabilizer 2.0, TNAP activation fold 1.1, b-catenin transl -1.1, Insulin prom up cell count 1222, Hep lipid drop cells 6.5 µM 602, b-catenin transl cell count 5 µM 1078, T cell HTS vesicle-bound % 27.9, MT stabilizer Hoechst-high % 0.3, MT stabilizer cytotoxicity % 24.9 and Autophagy HCS cell loss 18 h 1.1.
`CCn1c(=O)c2c(nc3n2CC(C)CN3CCc2ccccc2)n(C)c1=O` (stereo not given) gave Insulin prom up -0.29, PMI inhibition -8.2%, T cell HTS inactive, PMI inhibitors -3.3%, Autophagy HCS inactive, MT stabilizer 2.6, TNAP activation fold 1.1, b-catenin transl -2.5, Insulin prom up cell count 914, b-catenin transl cell count 5 µM 1199, T cell HTS vesicle-bound % 12.7, MT stabilizer Hoechst-high % 0.7, MT stabilizer cytotoxicity % 4.5 and Autophagy HCS cell loss 18 h -1.9.
Screening Cc1ccc(C)c(-n2c(CNC(=O)c3ccco3)nnc2SCC(=O)N2CCc3ccccc32)c1 returned Insulin prom up 1.38, PMI inhibition 12.0%, T cell HTS inactive, PMI inhibitors 9.3%, Autophagy HCS inactive, MT stabilizer 1.7, TNAP activation fold 1.1, b-catenin transl -0.6, Insulin prom up cell count 1559, b-catenin transl cell count 5 µM 1333, T cell HTS vesicle-bound % 12.5, MT stabilizer Hoechst-high % 2.3, MT stabilizer cytotoxicity % 10.0 and Autophagy HCS cell loss 18 h -10.8.
For CCC(C)NC(=S)Nc1ccc2nc(N3CCN(CC)CC3)cc(C)c2c1 (stereo not given) the results were Insulin prom up 0, PMI inhibition -0.3%, T cell HTS inactive, PMI inhibitors -4.4%, Autophagy HCS inactive, Hep lipid drop -20.9, MT stabilizer 8.3, TNAP activation fold 1, b-catenin transl 22.5, Insulin prom up cell count 1087, Hep lipid drop cells 6.5 µM 696, b-catenin transl cell count 5 µM 840, T cell HTS vesicle-bound % 37.7, MT stabilizer Hoechst-high % 42.3, MT stabilizer cytotoxicity % 19.1 and Autophagy HCS cell loss 18 h -1.6.
Screening CCOC(=O)c1cc2c(=O)[nH]ccc2nc1C(F)(F)F returned Insulin prom up -0.39, T cell HTS inactive, Hep lipid drop 6.8, b-catenin transl -1.8, Insulin prom up cell count 1190, Hep lipid drop cells 6.5 µM 668, b-catenin transl cell count 5 µM 1335 and T cell HTS vesicle-bound % 31.9.
Screening O=C(O)c1ccc2c(c1)-c1nc3ccccc3n1C2=O returned Insulin prom up 0.57, PMI inhibition 3.3%, T cell HTS inactive, PMI inhibitors 9.2%, Autophagy HCS inactive, Hep lipid drop 9.2, MT stabilizer 2.8, TNAP activation fold 1, Insulin prom up cell count 944, Hep lipid drop cells 6.5 µM 770, T cell HTS vesicle-bound % 47.3, MT stabilizer Hoechst-high % 2.3, MT stabilizer cytotoxicity % 5.7 and Autophagy HCS cell loss 18 h 16.2.

Assay outcomes deposited in PubChem by several laboratories.

Random draw from the library. About 2.9% of those tested had a hit in this group.
